mIAP inh: inhibitors of mouse IAP, primary screen, biochemical, luminescence, uHTS. purified mouse IAP, CDP-Star luminescence, 30 min. inhibition, % at 10 µM. hit rate 0.2% among 330,000;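 active means inhibition of at least 40% at 10 µM in the primary screen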;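 further: plate controls were DMSO with enzyme for no effect and no enzyme wells for full effect; values of inactives mirror those of a sister screen read the other way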
mIAP activ: activators of mouse IAP, primary screen, biochemical, luminescence, uHTS | intestinal alkaline phosphatase [Mus musculus] | muIAP, CDP-Star luminescence, 30 min; stronger effect = higher value; 1 = vehicle-only enzyme signal, 0 = enzyme-free wells | activation factor at 10 µM | hit rate 0.24% among 330,000 | AID 2805, 2010;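 active means activation factor of at least 2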; further: the source names both 10 and 20 µM as test concentration; values of inactives mirror those of a sister screen read the other way
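Assay system: mouse IAP enzyme; Reagent: CDP-Star chemiluminescent phosphatase substrate; Compound: DMSO-dissolved test compounds; Incubation: 30 min, room temperature; Technique: luminescence from enzymatic CDP-Star hydrolysis; Controls: DMSO-only wells and no-enzyme negative control.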
hIAP act: human IAP activators, primary screen, biochemical, luminescence, uHTS; hit rate 0.16% among 330,000; activation factor at 10 µM; AID 2524, 2010; purified human IAP, CDP-Star luminescence, 30 min; stronger effect = higher value; 1 = vehicle-only enzyme, 0 = enzyme-free background; Intestinal-type alkaline phosphatase (Homo sapiens), P09923;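 active means activation factor of the enzyme at least 2-fold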; further: the source names both 10 and 20 µM as test concentration; values of inactives mirror those of a sister screen read the other way
PfG6PD inh: PfG6PD enzyme inhibitors, primary screen, biochemical, fluorescence intensity, uHTS. glucose-6-phosphate dehydrogenase-6-phosphogluconolactonase (Plasmodium falciparum 3D7). PfGluPho enzyme, NADPH resazurin-diaphorase fluorescence. inhibition, % at 20 µM. hit rate 0.78% among 350,000;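 active means inhibition reaching at least a set limit at 20 µM in the primary screen, cut at about 59% in these data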;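 further: 0% = DMSO wells with substrate and 100% = DMSO wells lacking glucose-6-phosphate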
A3A deaminase: APOBEC3A ssDNA deaminase inhibitors, primary screen, selectivity assay for APOBEC3G inhibitor project, biochemical, FAM/TAMRA oligo cleavage fluorescence; DNA dC->dU-editing enzyme APOBEC-3A (Homo sapiens), P31941; recombinant A3A, FAM/TAMRA ssDNA deamination fluorescence; inhibition, % at 20 µM; hit rate 0.41% among 330,000; AID 493011, 2011;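 active means at least 40% inhibition at 20 µM here, with at most 30% in a related deaminase screen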;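 further: plate controls were A3A with DMSO for no effect and wells lacking A3A enzyme for full effect; some results filed as inactive read as strong as hits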
Target sequence (P31941 whole entry, looked up): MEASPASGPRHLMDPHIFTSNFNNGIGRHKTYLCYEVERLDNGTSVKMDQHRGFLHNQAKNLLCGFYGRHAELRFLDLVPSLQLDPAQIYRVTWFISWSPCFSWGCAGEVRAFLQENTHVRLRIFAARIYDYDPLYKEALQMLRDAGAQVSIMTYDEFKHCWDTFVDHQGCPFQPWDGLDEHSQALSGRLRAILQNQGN
hIAP inh: human IAP inhibitors, primary screen, biochemical, luminescence, uHTS. purified IAP, CDP-Star luminescence, 30 min. inhibition, % at 10 µM. hit rate 0.12% among 330,000;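 active means inhibition reaching a set limit with compound at 10 µM in the primary screen, cut at about 35% in these data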;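 further: plate controls were DMSO wells with enzyme for no effect and no-enzyme buffer wells for full effect; values of inactives mirror those of a sister screen read the other way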
HKDC1 inhibitor: HKDC1 hexokinase inhibitors, primary screen, biochemical, fluorescence, uHTS. inhibition, % at 20 µM. Q2TB90. recombinant HKDC1, G6PDH/diaphorase resazurin coupled fluorescence. hit rate 0.16% among 340,000;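 active means inhibition above about 35% when tested at 20 µM, limit read from the data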;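 further: plate controls were DMSO wells with enzyme for no effect and DMSO wells lacking enzyme for full effect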
Target sequence (Q2TB90 whole entry, looked up): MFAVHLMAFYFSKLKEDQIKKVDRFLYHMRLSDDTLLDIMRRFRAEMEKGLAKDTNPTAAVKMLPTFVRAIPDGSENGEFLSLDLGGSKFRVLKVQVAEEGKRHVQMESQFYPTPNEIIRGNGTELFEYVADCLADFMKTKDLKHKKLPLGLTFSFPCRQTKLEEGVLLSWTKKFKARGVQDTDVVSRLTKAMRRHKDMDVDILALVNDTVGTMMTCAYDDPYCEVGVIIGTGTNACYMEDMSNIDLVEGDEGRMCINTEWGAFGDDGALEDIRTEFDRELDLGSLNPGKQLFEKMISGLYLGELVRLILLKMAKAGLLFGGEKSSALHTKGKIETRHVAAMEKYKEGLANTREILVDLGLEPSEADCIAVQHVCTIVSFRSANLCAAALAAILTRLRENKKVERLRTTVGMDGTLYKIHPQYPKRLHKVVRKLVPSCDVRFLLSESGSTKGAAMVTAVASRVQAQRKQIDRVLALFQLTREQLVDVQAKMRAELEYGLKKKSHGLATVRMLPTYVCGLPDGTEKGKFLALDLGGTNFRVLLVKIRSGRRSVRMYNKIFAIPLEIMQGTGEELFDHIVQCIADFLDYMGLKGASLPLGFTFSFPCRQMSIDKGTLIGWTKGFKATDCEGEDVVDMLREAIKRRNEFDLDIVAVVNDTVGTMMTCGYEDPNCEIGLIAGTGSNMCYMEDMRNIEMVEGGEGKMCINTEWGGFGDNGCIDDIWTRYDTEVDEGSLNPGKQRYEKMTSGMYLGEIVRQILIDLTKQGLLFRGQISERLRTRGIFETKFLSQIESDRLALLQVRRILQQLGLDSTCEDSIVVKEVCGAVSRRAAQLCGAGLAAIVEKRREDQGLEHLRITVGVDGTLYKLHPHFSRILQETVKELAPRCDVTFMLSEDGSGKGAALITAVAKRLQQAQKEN
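test system = in-house recombinant HK5 (HKDC1) enzyme | amount = HKDC1 at 5 µg/mL | control set = DMSO-enzyme wells negative, buffer-substituted wells positive | compound = one dose of 20 µM, 1% DMSO | schedule = reaction time 90 min, room temperature, protected from light | technique = resorufin fluorescence at 613 nm | reagent = glucose with 1 mM ATP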
ATG4B inhibitor: ATG4B protease inhibitors, primary screen, biochemical, fluorescence, uHTS; inhibition, % at 8.33 µM; AID 504462, 2011; hit rate 0.51% among 340,000; ATG4B cleavage of LC3-PLA2, NBD-HPC fluorescence, 1 h; Cysteine protease ATG4B (Homo sapiens), Q9Y4P1; in the data active means inhibition above about 40%
Active calls of the source: *; & = joins results of further samples.

SMILES	mIAP inh	mIAP activ	hIAP act	PfG6PD inh	A3A deaminase	hIAP inh	HKDC1 inhibitor	ATG4B inhibitor
COc1ccc(NC(=O)c2cc(C)cc(C)c2)cc1[N+](=O)[O-]	0.3	0.997	0.914	6.5	8.0	8.6	-2.3	1.6
O=C(NCc1ccccc1)N1CCC(c2nc3ccccc3[nH]2)CC1	1.9	0.981	1.35	0.9	-1.1	-35.3	-10.1	-4.1
CCCCCC(=O)Cc1cc(O)cc2c1C(=O)Oc1cc(O)c(C(=O)O)c(CCCCC)c1O2	20.9	0.791	0.602	-55.5	-2.2	39.8*	7.4	18.7
Cc1ccc(NC(=O)CN2C(=O)N/C(=C/c3ccc(N4CCOCC4)cc3)C2=O)cc1	4.1	0.959	1.04	-1.4	-2.4	-3.6	-1.9	-4.0
CS(=O)(=O)N1CCN(c2ccc(NC(=O)CSc3nnc(-c4ccco4)o3)cc2)CC1	-2.0	1.02	1.09	-7.7	-5.3	-9.4	12.1	-5.5
O=C(CSc1ncnc2c1nnn2-c1ccc(F)cc1)NCC1CCCO1 (configuration not stated)	4.1	0.959	0.949	-13.2	-4.2	5.1	-9.6	-8.4
COc1ccc(NC(=O)CSc2nnnn2C2CC3C=CC2C3)cc1 (configuration not stated)	3.0	0.97	0.776	12.1	-6.9	22.4	-0.4	-4.1
Cc1ccc(Nc2ccncc2S(N)(=O)=O)cc1	6.0	0.94	0.984	-6.9	-1.0	1.6	1.5	-3.9
COc1ccccc1/C=C/C(=O)OCC(=O)NC1CCS(=O)(=O)C1 (configuration not stated)	-7.1	1.07	1.01	-12.3	1.2	-0.9	-8.9	8.6
COc1cc2c(cc1OC)C1(Nc3c-2c(Cc2ccccc2)nn3-c2ccccc2)C(=O)Nc2ccccc21 (configuration not stated)	13.4	0.866	1.02	3.8	-0.5	-1.7	-5.8	-8.4
NS(=O)(=O)c1ccc(N=Nc2c(O)ccc3ccccc23)cc1	20.3	0.797	0.945	-3.8	4.0	5.5	5.0	-4.5
COc1ccc(-c2nnc(SCC(=O)Nc3nncs3)o2)cc1	4.7	0.953	0.971	8.2	-0.3	2.9	5.1	-9.6
O=C(Nc1ccccc1N1CCOCC1)c1ccc([N+](=O)[O-])cc1	16.9	0.831	1.02	-6.8	-0.8	-1.6	-5.4	-6.3
Nc1nnc(SCc2ccc(F)cc2)s1	13.9	0.861	0.918	2.3	0.2	8.2	-8.3	-2.6
C=CCN1C(=O)CSc2ccc(C(=O)NCc3cccs3)cc21	3.2	0.968	1.12	-3.3	3.6	-11.9	-3.1	-2.4
O=C(Nc1ccn(Cc2ccccc2F)n1)c1ccc(COc2ccccc2Cl)cc1	8.1	0.919	0.833	28.9	-0.8	16.7	1.1	15.2
CCn1cc(/C=C(\NC(=O)c2ccccc2OC)C(=O)NCCCn2ccnc2)c2ccccc21	12.4	0.876	1.17	5.4	-8.7	-17.4	2.6	-7.3
CCOCCc1nnc(NC(=O)COC)s1	0.3	0.997	0.858	-6.0	-2.5	14.2	12.4	-7.3
CCCNC(=O)c1ccccc1NC(=O)c1ccccc1SC	-0.8	1.01	0.895	8.8	-2.3	10.5	-7.3	2.3
CC(C)(C)OC(=O)c1c(N)n(CCCN2CCCC2=O)c2nc3ccccc3nc12	-1.5	1.01	0.921	10.3	-2.8	7.9	0.8	-11.8
CCOc1ccccc1NC(=O)Nc1ccc2c(c1)OCO2	-4.5	1.04	1.05	24.0	-1.0	-5.0	1.9	-7.7
O=C(O)c1cccc(CSc2nc(-c3ccccc3)cc(C(F)(F)F)n2)c1	7.5	0.925	0.928	-26.4	1.2	7.2	-7.4	30.0
COc1cc(NC(=O)c2cc(-c3ccc(C)cc3)on2)cc(OC)c1OC	-1.1	1.01	1.06	-13.7	1.9	-5.9	6.8	6.2
CCn1cc(C(=O)NN)c(=O)c2cc(F)c(N3CCN(C)CC3)cc21	0.3	0.997	1.05	8.6	-1.2	-5.2	1.2	-5.3

Three entries already listed, ordered by the value under hIAP act, falling.
Structure,hIAP act
CCn1cc(/C=C(\NC(=O)c2ccccc2OC)C(=O)NCCCn2ccnc2)c2ccccc21,1.17
O=C(Nc1ccccc1N1CCOCC1)c1ccc([N+](=O)[O-])cc1,1.02
O=C(O)c1cccc(CSc2nc(-c3ccccc3)cc(C(F)(F)F)n2)c1,0.928

Part of the list above with just PfG6PD inh, ATG4B inhibitor and hIAP act:
canonical_smiles	PfG6PD inh	ATG4B inhibitor	hIAP act
CS(=O)(=O)N1CCN(c2ccc(NC(=O)CSc3nnc(-c4ccco4)o3)cc2)CC1	-7.7	-5.5	1.09
O=C(CSc1ncnc2c1nnn2-c1ccc(F)cc1)NCC1CCCO1 (configuration not stated)	-13.2	-8.4	0.949
COc1ccc(NC(=O)CSc2nnnn2C2CC3C=CC2C3)cc1 (configuration not stated)	12.1	-4.1	0.776

Other results follow.
SMILES	mIAP inh	mIAP activ	hIAP act	PfG6PD inh	A3A deaminase	hIAP inh	HKDC1 inhibitor	ATG4B inhibitor
Cn1cccc1/C=C1/SC(=S)N(CC(=O)O)C1=O	9.5	0.905	0.747	-45.1	-0.7	25.3	2.3	0.7
CCN(Cc1ccccc1)C(c1cc2cc(C)cc(C)c2[nH]c1=O)c1nnnn1CCOC (configuration not stated)	17.2	0.828	0.952	-2.2	-5.1	4.8	-3.9	2.6
O=C(Cc1ccc(Cl)cc1)N1CCN(c2ccc(F)cc2)CC1	-2.0	1.02	1.22	4.5	-1.2	-22.0	1.4	3.4
CCOc1ccc(CN2CCNC(=O)C2CC(=O)N(C)CC2CCOCC2)cc1 (configuration not stated)	-0.6	1.01	0.817	-2.3	-3.5	18.3	2.8	3.9
O=C1c2ccccc2C(=O)N1CCCc1cn(C[C@H]2CC[C@@H]([C@@H]3CC[C@H](Cn4cc(CCCN5C(=O)c6ccccc6C5=O)nn4)O3)O2)nn1	10.9	0.891	0.908	7.8	-1.3	9.2	-2.8	0.9
CC(=O)N(c1nc(CCl)cs1)c1c(C)cc(C)cc1C	3.9	0.961	0.939	9.2	1.4	6.1	-6.6	0.1
CC1(C)CC2CC(C)(CN2S(=O)(=O)c2cccc(C(=O)OCC(=O)NC(N)=O)c2)C1 (configuration not stated)	-7.0	1.07	0.949	15.1	53.9*	5.1	-2.4	-0.2
CC(C)NC(=O)c1ccc(C2SCC(=O)N2Cc2ccccc2)cc1 (configuration not stated)	3.3	0.967	1.11	-5.2	-4.8	-11.1	-4.6	-2.4
CC1=CCC(C(=O)O)(C(=O)N/N=C/c2cccs2)C(c2ccc(F)cc2)C1 (configuration not stated)	-5.0	1.05	0.89	-6.4	1.5	11.0	-2.9	9.3
CCOC(=O)Cc1csc(N)n1	6.6	0.934	1.12	-13.0	-4.1	-12.3	6.5	0.3
Cc1cc(C(=O)NCc2ccccc2)c(=O)[nH]c1C	7.9	0.921	0.916	-10.6	-2.8	8.4	-6.3	0.9
O=C(Nc1cccc(S(=O)(=O)NC2=NCCC2)c1)c1ccc(C(F)(F)F)cc1	4.8	0.952	0.808	3.3	-4.4	19.2	-3.8	20.8
COc1ccc(-c2nn(-c3ccccc3)cc2/C=C2/SC(=S)N(Cc3ccco3)C2=O)c(C)c1	7.2	0.928	0.943	-2.3	-0.4	5.7	1.7	-2.5
O=C(OCC(=O)N1CCN(C(=O)c2ccco2)CC1)c1ccccc1O	4.2	0.958	1.08	-1.8	-2.6	-8.3	-1.3	-12.2
CCOC(=O)C1(Cc2cccc(F)c2)CCN(C2CCOCC2)CC1	2.2	0.978	0.875	1.0	6.1	12.5	-1.7	-3.2
Cc1ccccc1OCc1nnc(SCC(=O)O)n1-c1cccc(Cl)c1	6.9	0.931	0.894	-46.8	-4.2	10.6	0.7	5.3
COc1ccc(S(=O)(=O)N2CCOC2CNC(=O)C(=O)NCCN2CCOCC2)cc1 (configuration not stated)	-2.1	1.02	1.19	-7.5	-2.7	-19.3	-9.3	4.7
Cc1nnc(NC(=O)C2CCN(c3cnccn3)CC2)s1	-0.3	1	1.3	5.3	-3.2	-30.0	-13.9	-3.1
N/C(=N\OC(=O)Cc1cccs1)c1ccc([N+](=O)[O-])cc1	3.1	0.969	0.879	-1.9	3.4	12.1	-3.1	2.2
CC(=O)Nc1ccc(/C=N/Nc2nc3ccccc3[nH]2)cc1	9.8	0.902	1.07	15.4	-7.3	-6.8	-3.5	-5.9
C=CC[C@@H](CC(=O)N[C@H](CO)Cc1ccccc1)C(=O)N[C@@H](COC(=O)[C@@H](CC=C)Cc1ccc(F)cc1)Cc1c[nH]c2ccccc12	-2.5	1.02	1.01	5.2	0.0	-1.1	-2.7	-6.9
Cc1ccc2ccccc2c1Cn1c(-n2ccnc2)nc2c1c(=O)n(C)c(=O)n2C	-0.8	1.01	0.979	5.6	-3.4	2.1	-5.2	-16.1
COc1cc2sc(-c3ccc(S(C)(=O)=O)cc3)c(C(=O)NCCCCO)c2cc1OC	-1.7	1.02	0.929	15.9	-4.4	7.1	-1.9	-6.0
COC(=O)C1=C(N)OC2=C(C(=O)CCC2)C1c1cccs1 (configuration not stated)	-2.8	1.03	0.972	51.1	1.5	2.8	-1.4	-5.7
CCCCCn1c(=NC(=O)c2ccco2)c(C(=O)OCC)cc2c(=O)n3ccccc3nc21	2.9	0.971	0.813	2.3&-1.9	7.2	18.7	-4.3&-4.2	-8.8&0.7
CC(C)c1ccc(-c2c(C#N)c(N)nc(SCC(=O)N3CCCCCC3)c2C#N)cc1	6.7	0.933	0.875	-0.5	-2.5	12.5	-8.9	-11.8
C/C(Cl)=C\CNC(C)c1ccccc1 (configuration not stated)	-5.6	1.06	1.16	-4.1	0.6	-15.7	-1.4	7.4
Cc1[nH]nc2nc(SCC(=O)NC3CCCCC3)n(-c3ccc(Br)cc3)c(=N)c12	-10.9	1.11	0.918	-9.0	-8.1	8.2	-3.7	1.1
Cc1cccc(NC(=O)CN2C(=O)N/C(=C/c3ccc(C)s3)C2=O)c1	6.0	0.94	0.99	-26.1	0.4	1.0	-13.1	7.6
C=CCn1c(SCc2c(C)noc2C)nc2sc(C)c(C)c2c1=O	1.3	0.987	0.9	-1.4	-7.9	10.0	12.3	36.3
COC(=O)COc1ccc(-c2nccc(-c3ccc(Br)cc3)n2)cc1	7.5	0.925	0.866	-8.2	-2.7	13.4	-5.4	-1.7
Cc1nc2cc3ccccc3cc2n1C	0.6	0.994	1.07	-8.6	-0.2	-6.7	10.3	-2.2
CCOc1ncccc1C(=O)N(CCC(C)C)c1c(N)n(Cc2ccccc2)c(=O)[nH]c1=O	-7.1	1.07	1.12	-2.8	1.6	-12.4	-2.7	2.5
O=C(OCC(=O)N1CCCC1)c1cc(F)c(F)cc1Cl	0.5	0.995	0.992	4.8	-2.5	0.8	-3.2	-2.3
CC(NC(=O)CCc1nnc(CCCc2ccccc2)o1)c1ccccc1 (configuration not stated)	3.8	0.962	0.89	5.2	4.6	11.0	-5.8	-7.1
CC1CCCCN1C(=O)NC12CC3CC(CC(C3)C1)C2 (configuration not stated)	-0.9	1.01	1.02	-5.5	-0.8	-2.3	-2.2	-6.7
